Source: PubChem BioAssay (National Center for Advancing Translational Sciences (NCATS))
HepG2 tox = kills HepG2 cells in TGF-b inhibitor counter-screen. HepG2 CAGA-GFP viability, ATP luminescence, 18 h. Potency, µM (titrated, usually from 46.1 µM), without a hit: at the top dose activity change, negative = cytotoxicity, actives largely listed as cytotoxic. 410,000 tested, 0.76% active. AID 588856; also: potency is read from the fitted curve at half-maximal effect; some results filed as inactive show a strong effect at the top dose
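CellTiter-Glo luminescence gave cytotoxicity after 18 hours at 37 degrees C. The cells were HepG2 CAGA-GFP in 1% FBS DMEM, stimulated with 500 pg/mL TGF-beta after compound addition. %Activity was normalised to no-cell wells (complete cell-killing) and DMSO (no toxicity), and curves were fitted and classified.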
A549 viability = counter-screen for Nrf2 inhibitors: cytotoxicity in A549 cells; 390,000 tested, 0.16% active; A549 ARE-Fluc cells, CellTiter-Fluor viability, 18-24 h; AID 504648; Potency, µM (series often up to 46 µM), for the others: at the highest dose activity change, negative = cytotoxicity, most hits filed as inhibitors; also: potency is read from the fitted curve at half-maximal effect; % is scaled to controls: 0 for no effect and ±100 for the full control effect
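A549 ARE-Fluc cells in 5% FBS OPTI-MEM, 5000 cells/well, rested 2 h then exposed to compounds in concentration-response for 18-24 h at 37 °C. Viability by CellTiter-Fluor fluorescence (Ex 405/Em 525) after 30 min; luciferase luminescence (BugLite, 15 min, RT) read afterwards.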
IL1B secr inh = inflammasome signaling inhibition, IL-1 beta readout | THP-1 LPS/ATP IL-1B secretion, AlphaLISA, 16 h; active compounds read low | AID 743279 | 360,000 tested, 4.7% active | activity change, % at 57.5 µM; in the data active = activity change below about -50%; inconclusive = mostly about -30% to -49%; also: % is scaled to controls: 0 for no effect and ±100 for the full control effect
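THP-1 cells pretreated 1 hr with compounds (up to 57.5 uM final), then stimulated with LPS (250 ng/mL final) plus ATP (1.25 mM final); secreted IL-1B measured by AlphaLISA after 16 hr, decreased signal indicating inhibition.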
Nrf2 block = inhibitors of Nrf2 signaling. Potency, µM (series often up to 46 µM), for inactives: at the highest dose activity change, negative = inhibition, actives largely listed as inhibitors. AID 504444. A549 ARE-Fluc reporter, luciferase luminescence, 18-24 h. 360,000 tested, 2.1% active; also: potency is read from the fitted curve at half-maximal effect; % is scaled to controls: 0 for no effect and ±100 for the full control effect; nearly all actives have a fitted effect of over 60% in size
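Reporter: ARE-Fluc in A549. Exposure: 18-24 h, 37 °C, 5% CO2, 5% FBS OPTI-MEM. Readouts: fluorescent cytotoxicity (CellTiter-Fluor), then luminescent Nrf2 signal after BugLite.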
S2 tox = viability counter-screen for ATXN expression inhibitors. S2 cells (HEK-293 line with an ATXN2-luciferase reporter) viability, CellTiter-Fluor protease fluorescence, 24 h. 400,000 tested, 0.49% active. AID 651635. Potency, µM (doses to about 56.7 µM), actives largely listed as cytotoxic; also: potency is read from the fitted curve at half-maximal effect; nearly all actives have a fitted effect of over 40% in size
ATXN2 expr inh = inhibitors of ATXN2 expression | Potency, µM (titrated, usually from 57 µM), for inactives: at the top dose activity change, negative = inhibition, usual class: inhibitors | HEK-293 ATXN2-luciferase reporter, luminescence, 24 h | 360,000 tested, 0.72% active | AID 1745845; also: potency is read from the fitted curve at half-maximal effect; % is scaled to controls: 0 for no effect and ±100 for the full control effect; nearly all actives have a fitted effect of over 55% in size
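qHTS (up to 57 uM final) was run with 24 h compound exposure of reporter cells at 37 °C. Each well was multiplexed: SteadyGlo luminescence measured ATXN2-luciferase expression after a fluorogenic Gly-Phe-AFC viability readout (25 uM final).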
TGFb inhibitor = inhibitors of TGF-b signaling | HepG2 CAGA-GFP TGF-b/SMAD3 reporter, GFP fluorescence, 18 h; TGF-beta stimulated, 500 pg/mL final | Potency, µM (series often up to 46.1 µM), without a hit: at the top dose activity, negative = inhibition, hits mostly inhibitors | 410,000 tested, 1.2% active; also: potency is read from the fitted curve at half-maximal effect; % is scaled to controls: 0 for no effect and ±100 for the full control effect; nearly all actives have a fitted effect of over 65% in size
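TGF-beta reporter screen: HEPG2 CAGA-GFP, 1% FBS, 500 pg/mL TGF-beta final, 18 h; per-cell GFP summed per well; curves fitted and categorized by class.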
MCF10A rerep = inducers of DNA re-replication in MCF 10A breast cells. AID 624296. Potency, µM (top dose mostly 46.1 µM), for inactives: at the highest dose activity, positive = re-replication, usual class: activators. MCF 10A DNA re-replication, Hoechst nuclear intensity, 48 h. 350,000 tested, 2.9% active; also: potency is read from the fitted curve at half-maximal effect; % of control where 0% means no effect; nearly all actives have a fitted effect of over 50% in size
Nrf2 activator = activates Nrf2 signaling | AREc32 ARE-luciferase reporter (MCF7-derived line), luminescence, 24 h | Potency, µM (titrated, usually from 46.1 µM), for inactives: top-dose activation, usual class: activators | 410,000 tested, 0.31% active; also: potency is read from the fitted curve at half-maximal effect; % of control where 0% means no effect; nearly all actives have a fitted effect of over 65% in size
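Nrf2 activation is followed as ARE-luciferase induction in the AREc32 line after one day of compound treatment; luminescence is read with Steady-Glo.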
Numbers without * were called inactive; i = inactive; ? = inconclusive; . = no result given; & = joins results of further samples; [ ] = remark or other dose. Unless noted, calls follow the shape of the dose curve; as a rule, active = well fitted curve in the direction sought with a large enough effect; inconclusive = small, poorly fitted or top-dose-only effect, or another doubt; inactive = no such curve, though single readings can be large; an effect the other way counts as inactive or inconclusive.

SMILES	HepG2 tox	A549 viability	IL1B secr inh	Nrf2 block	S2 tox	ATXN2 expr inh	TGFb inhibitor	MCF10A rerep	Nrf2 activator
Cc1ccccc1N1CCN(C2CCCN(C(=O)CN3CCCC3=O)C2)CC1 (stereo unspecified)	3%	5%	-1	-18%	i	-9%	-22%	28%	-1.2%
CN(C)S(=O)(=O)c1ccc(N2CCCC2)c(C(=O)Nc2ccc(C(N)=O)cc2)c1	-2%	-3%	-11	0%	i	0%	?	3%	0.0%
CN1CCN(c2ccc3c(c2)OC[C@H](Cc2ccccc2)NS3(=O)=O)CC1	.	.	3	.	i	6%	.	.	4.1%
CCOc1ccc(CNC(=O)CN2C(=O)CSc3c2c(C)nn3-c2ccccc2)cc1	-4%	-1%	.	6%	i	-7%	?	.	0.2%
CN1CCN(c2ccccc2NC(=O)Cc2ccc(Cl)cc2)CC1	-6%	0%	-29	19%	i	-14%	-3%	1%	-1.1%
COc1ccc(C2c3ccc(O)cc3Oc3ncn(Cc4ccco4)c(=N)c32)cc1OC (stereo unspecified)	-15%	1%	?	-9%	i	-1%	-6%	12%	3.1%
COc1ccccc1C(C)NCC(=O)NCC(=O)Nc1ccc(F)c(F)c1F (stereo unspecified)	23%	-12%	-20	20%	i	-9%	2%	8%	-0.1%
COc1cccc(C(=O)Nc2nnc(-c3ccc(OC)cc3OC)s2)c1	-6%	-6%	-12	?	i	-29%	1%	0%	-0.8%
Cc1cc(C)nc(NC(=O)c2cccc(Cl)c2)n1	-28%	1%	1	0%	i	13%	-5%	-1%	3.6%
COc1ccc(S(=O)(=O)N2CCCCC2)cc1NC(=O)COc1ccccc1	-13%	2%	-13	-6%	i	-5%	0%	6%	2.6%
Cc1nc2nc(SCC(=O)N(Cc3ccccc3)C(C)C)nn2c(C)c1Cc1ccccc1Cl	-13%	1%	.	9%[9.27 µM]	?	-16%	?	.	0.6%
Cc1nccn1CC(O)Cn1c2ccccc2c2ccccc21 (stereo unspecified)	-28%	12%	-53*	-6%	i	-12%	-7%	21µM*	5.5%
NNC(=O)COc1ccc(-c2n[nH]c(C(F)(F)F)c2-c2ccc(Br)cc2)c(O)c1	-27%	-3%	19	1%	i	-7%	?	18µM*	-0.4%
NC(=O)C1CCN(c2ncnc3c(-c4ccccc4)nsc23)CC1	-11%	-5%	?	?	?	46%[activator]	-6%	11%	-0.2%
Nc1cccc(-n2nnnc2CN2CCOCC2)c1	-3%	-3%	-18	-7%	i	-4%	7%	-4%	-0.8%
Cc1ccc(SCCC(=O)N/N=C/c2ccncc2)cc1	5%	6%	82	15µM*	i	?	4%	-8%	-0.3%
COc1ccc(Nc2ncnc3ccccc23)c(OC)c1	-8%	-5%	45	-13%	i	3%	-7%	-6%	4.5%
O=C(Cc1ccccc1)NCC(=O)OCc1ccccc1F	-4%	-6%	26	-3%	i	-1%	-8%	0%	-0.3%
O=C(NCCc1ccccc1)c1noc2c1CCCCC2	0%	-9%	19	?	i	44%[activator]	-11%	3%	0.0%
CCOc1ccc(N=Nc2c(C)[nH]n(-c3ccccc3)c2=O)cc1	-6%	-1%	17	1%	i	-3%	0%	7%	6.3%
CC(C)(C)C1CCc2c(sc(NC(=O)Cn3nnc(-c4ccccc4Cl)n3)c2C#N)C1 (stereo unspecified)	0%	1%	.	-2%	i	-2%	0%	.	-0.1%
NC(=O)C1CCN(c2nc(-c3cccc(N)c3)cs2)CC1	1%	6%	.	13%	i	25%	-8%	0%	15%
O=c1[nH]c2ccccc2c(=O)n1Cc1ccccc1	3%	-4%	-21	26%	i	2%	-1%	-1%	-0.3%
CCc1nnc(SC(CC)C(=O)NCCOC)c2cc3occc3n12 (stereo unspecified)	-13%	3%	.	.	.	.	?	.	?
COc1ccc(-c2nc(CNS(=O)(=O)c3ccccc3)cs2)cc1	-18%	1%	.	?	.	.	.	.	1.3%

Grouped by structure, the compounds so far with an NH in an aromatic ring
SMILES	HepG2 tox	A549 viability	IL1B secr inh	Nrf2 block	S2 tox	ATXN2 expr inh	TGFb inhibitor	MCF10A rerep	Nrf2 activator
NNC(=O)COc1ccc(-c2n[nH]c(C(F)(F)F)c2-c2ccc(Br)cc2)c(O)c1	-27%	-3%	19	1%	i	-7%	?	18µM*	-0.4%
CCOc1ccc(N=Nc2c(C)[nH]n(-c3ccccc3)c2=O)cc1	-6%	-1%	17	1%	i	-3%	0%	7%	6.3%
O=c1[nH]c2ccccc2c(=O)n1Cc1ccccc1	3%	-4%	-21	26%	i	2%	-1%	-1%	-0.3%

Other entries follow:
SMILES	HepG2 tox	A549 viability	IL1B secr inh	Nrf2 block	S2 tox	ATXN2 expr inh	TGFb inhibitor	MCF10A rerep	Nrf2 activator
O=C1OCC(c2ccccc2)=C1c1ccccc1[N+](=O)[O-]	0%	1%	32	4%	i	15%	0%	-1%	0.3%
CN1C(=O)C2(NCCc3c2[nH]c2ccccc32)c2ccccc21 (stereo unspecified)	15%	-16%	17	0%	i	3%	?	2%	3.0%
CCC/C(O)=C1\C(=O)CC(C)(C)CC1=Nc1ccccc1OC	-4%	1%	-8	-20%	i	-6%	-3%	7%	-0.3%
Cc1ccc(O)c(C(CC(=O)N2CCCC2)c2ccccc2)c1 (stereo unspecified)	-3%	6%	0	13%	i	18%	-3%	-5%	0.9%
O=C(OCc1nnc(-c2ccc([N+](=O)[O-])cc2)o1)c1ccc(F)c(S(=O)(=O)N2CCOCC2)c1	4%	-3%	21	12%	i	-13%	18%	-12%	2.6%
O=C(O)CCC(=O)N1c2ccccc2NC2=C(C(=O)CC(c3ccc(F)cc3)C2)C1c1ccc([N+](=O)[O-])o1 (stereo unspecified)	-6%	2%	-11	-5%	i	-4%	-8%	-3%	2.5%
c1ccc(-n2ncc3c2ncn2cnnc32)cc1	4%	-3%	15	8%	i	-1%	20%	-3%	0.7%
Cc1ccc(NC(=O)N2CCc3ccccc3C2)cc1C	0%	0%	10	?	i	18%	-2%	0%	0.4%
Cc1ccc(C(C(=O)NCc2ccco2)N(CC2CCCO2)C(=O)Cn2nnc3ccccc32)cc1 (stereo unspecified)	-1%	0%	-19	.	i	2%	-16%	-1%	3.1%
CC1CCCCC1NC(=O)COC(=O)Cc1ccc(Br)cc1 (stereo unspecified)	1%	5%	7	5%	i	-5%	1%	-21%	-0.1%
COc1cc(NC(=O)Cc2ccc(Cl)cc2)ccc1NC(=O)c1ccco1	-3%	-10%	?	?	i	1%	-1%	4%	0.5%
COc1ccc(C2=CC(=O)C[C@H](c3ccc(F)cc3)C2)cc1F	-2%	8%	0	11%	i	-7%	-8%	?	4.2%
O=C(c1cccc(Cl)c1)N1CCN(C(=O)c2ccccc2F)CC1	3%	0%	-7	.	?	-30%	-10%	-2%	-0.9%
O=C(NCc1ccc(Cl)cc1)C1CCN(c2cnccn2)CC1	6%	5%	36	8%	i	13%	12%	?	-0.7%
CC(C)(C)c1ccc(CC(=O)N2CCC2(C)C(=O)Nc2ccc(F)cc2F)cc1 (stereo unspecified)	-20%	.	10	.	i	-23%	-12%	.	-0.4%
Cc1ccc(C(CC(=O)O)NC(=O)CCNC(=O)c2ccco2)cc1 (stereo unspecified)	-11%	3%	8	-3%	i	0%	-3%	-21%	0.0%
CC(SC(=S)N1CCOCC1)C(=O)O (stereo unspecified)	-20%	2%	87	0%	i	8%	-3%	6%	2.9%
COc1ccc(C(=O)c2c(N)c(-c3nc(-c4ccc(OC)cc4)cs3)c3ccccn23)cc1	-27%	-3%	.	14%	i	7%	-3%	.	-0.3%
COC(=O)c1ccc(-n2c(CCC(=O)O)ccc2-c2ccc(C)cc2)cc1	-38%&-29%	6%&1%	33	-15%&-13%	i	1%&8%	?	20%	3.0%&8.4%
COc1cccc(C(O)c2nc(-c3ccc(F)c(Cl)c3)cs2)c1 (stereo unspecified)	-52%	.	-24	.	i	-8%	?	.	0.8%
Cc1[nH]c(C)c(S(=O)(=O)N(C)Cc2ccccc2)c1C(=O)N1CCCC1	3%	5%	6	0%	i	-13%	3%	-1%	0.4%
O=[N+]([O-])c1c(Nc2ccc(O)cc2)cc(N2CCOCC2)c2nonc12	-1%	?	-22	9%	?	.	29%	6%	2.6%
O=C(NC1CC1)C1CC(=O)N(c2ccc(F)cc2)C1 (stereo unspecified)	1%	-1%	2	5%	i	-3%	8%	-32%[inhibitor]	-0.7%
COC(=O)C(C(=O)OC)c1ccc(N)cc1	5%	10%	-11	-7%	?	-22%	-4%	2%	-0.6%
Cc1ccc2c(c1)CC(C)N2S(=O)(=O)c1nnc(NC(=O)c2ccccc2F)s1 (stereo unspecified)	-21%	-1%	.	?	.	.	?	.	0.0%
SMILES	HepG2 tox	A549 viability	IL1B secr inh	Nrf2 block	S2 tox	ATXN2 expr inh	TGFb inhibitor	MCF10A rerep	Nrf2 activator
Cn1nc(C(C)(C)C)cc1C(=O)N1CCCCC1c1cc(C(=O)NCc2ccccc2)no1 (stereo unspecified)	3%	.	0	.	i	-14%	-23%	.	-0.7%
Cc1ccc(NC(=O)[C@@H]2O[C@H](CO)[C@H](O)[C@H](O)[C@H]2O)cc1C(F)(F)F	2%	.	32	.	i	6%	13%	.	-0.9%
O=C(Nc1ccccc1F)c1ccc2nc(N3C(=O)CCC3=O)sc2c1	0%	-12%	42	9%	i	11%	22%	4%	0.7%
O=C(Cc1cccs1)Nc1nc(-c2ccccc2)cs1	-33%	-10%	-70*	-17%	i	17%	1%	?	4.2%
CC(NC(=O)c1cc2sccc2n1Cc1ccc(F)cc1)c1ccccc1 (stereo unspecified)	-29%	5%	.	-7%	i	-17%	-25%	.	0.2%
Cc1cccc(NC(=O)CN2CCN(C(=O)C(C)Oc3ccc(C#N)cc3)CC2)c1C (stereo unspecified)	-13%	0%	0	-13%	i	2%	-8%	7%	-0.4%
